Source: PubChem
RGS4-Gao reg: modulates binding of RGS4 to human Galphao | AID 1415 | Multiplexed bead flow cytometry; actives lie on both sides | P09471 | 220,000 tested, 0.33% active | binding response (% of control), % at 10 µM; in the data active = binding response below about 49% or above about 150%; inactive = in between;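 also: fluorescent Galphao activated with aluminum fluoride binding bead-coupled RGS4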
Target sequence (P09471 whole entry, looked up): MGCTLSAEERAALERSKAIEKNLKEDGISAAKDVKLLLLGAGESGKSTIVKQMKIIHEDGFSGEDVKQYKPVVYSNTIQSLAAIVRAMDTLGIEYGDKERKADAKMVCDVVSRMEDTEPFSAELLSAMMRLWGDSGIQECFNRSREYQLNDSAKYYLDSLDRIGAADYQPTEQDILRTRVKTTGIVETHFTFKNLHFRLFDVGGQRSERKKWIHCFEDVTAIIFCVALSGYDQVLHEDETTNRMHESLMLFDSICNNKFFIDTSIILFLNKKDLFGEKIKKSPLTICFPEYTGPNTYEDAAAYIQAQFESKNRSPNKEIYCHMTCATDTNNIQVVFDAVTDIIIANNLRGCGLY
Bfl-1 Bim block: human Bim-Bfl-1 interaction inhibition; Bead-based flow cytometry, Bim-Bfl-1 binding inhibition; inhibition, % at 10 µM; 190,000 tested, 0.12% active; AID 1008;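 also: 0% = wells without compound plus tracer and 100% = blocker peptide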
Bim-Bcl-B: inhibitors of Bim-Bcl-B interaction, human; Q9HD36; inhibition, % at 10 µM; bead-based flow cytometry, Bim peptide-Bcl-B binding; 190,000 tested, 0.073% active;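 also: 0% = tracer peptide without compound and 100% = reference inhibitor peptide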
Bim-Bcl-2: human Bim-Bcl-2 interaction inhibition; Bead-based flow cytometry, Bim peptide-Bcl-2 binding; inhibition, % at 10 µM; P10415; 190,000 tested, 0.06% active; in the data active = inhibition above about 40%; inconclusive = no clear call, values can overlap the other calls;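 also: 0% = no compound wells with probe peptide and 100% = reference peptide inhibitor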
Bcl-XL Bim block: inhibitors of Bim-Bcl-XL interaction, human. Q07817. Bim peptide-Bcl-XL binding, bead flow cytometry, fluorescence. inhibition, % at 10 µM. 190,000 tested, 0.04% active. AID 1007
ABCG2 block: human ABCG2 inhibition, ABCB1 as counter-screen; IgMXP3 cells, JC-1 efflux, flow cytometry; inhibition, % at 6.6 µM; 190,000 tested, 0.1% active; AID 1325;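 active = inhibition above 80%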;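 also: 0% = DMSO and 100% = nicardipine control wells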
Target sequence (Q9UNQ0 whole entry, looked up): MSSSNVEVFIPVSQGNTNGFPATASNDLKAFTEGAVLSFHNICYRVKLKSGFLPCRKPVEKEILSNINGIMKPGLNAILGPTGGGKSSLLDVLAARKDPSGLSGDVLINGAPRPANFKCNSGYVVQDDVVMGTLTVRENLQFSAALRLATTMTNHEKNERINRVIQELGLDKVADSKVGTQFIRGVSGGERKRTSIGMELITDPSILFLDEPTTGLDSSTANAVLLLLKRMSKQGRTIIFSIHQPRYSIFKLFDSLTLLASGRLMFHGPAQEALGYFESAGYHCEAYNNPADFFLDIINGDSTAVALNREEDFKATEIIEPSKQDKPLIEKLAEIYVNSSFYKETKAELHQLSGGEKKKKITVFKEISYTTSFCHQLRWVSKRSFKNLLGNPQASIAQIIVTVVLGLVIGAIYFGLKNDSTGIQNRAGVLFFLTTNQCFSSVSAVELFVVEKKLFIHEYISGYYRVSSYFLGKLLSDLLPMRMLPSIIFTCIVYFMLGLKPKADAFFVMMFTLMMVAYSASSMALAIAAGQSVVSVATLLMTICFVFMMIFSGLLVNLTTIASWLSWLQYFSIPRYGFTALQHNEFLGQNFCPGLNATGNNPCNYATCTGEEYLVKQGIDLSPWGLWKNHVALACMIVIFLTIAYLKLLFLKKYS
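test system = two drug-resistant human cell lines, ABCG2 and ABCB1 | amount = 3 million cells/mL final, two lines in 1:1 ratio | reagent = JC-1 transporter substrate | doses = one concentration, 6.6 µM final | incubation = 10 min at 25 °C | signal = flow cytometric JC-1 green MFI at 530 nm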
Bcl-W Bim block: inhibitors of Bim-Bcl-W interaction, human; bead-based flow cytometry, Bim peptide-Bcl-W binding; inhibition, % at 10 µM; 190,000 tested, 0.02% active; AID 952;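 also: 0% = bound tracer without compound and 100% = peptide blocker; higher means less fluorescent Bim peptide bound to Bcl-W beads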
GSH fluor: compound fluoresces at 488/530 nm on GSH beads | AID 1776 | 190,000 tested, 0.25% active | fluorescence (KMESF) at 10 µM | GSH beads flow cytometry, compound fluorescence 488/530 nm; stronger effect = higher value; in the data active = fluorescence above about 89;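 also: glutathione beads carrying GST-tagged Bcl family fusion proteins plus one bare bead set; values are compound well signal with DMSO vehicle wells as background; inactives centre near 16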
ABCB1 inh: inhibitors of human ABCB1 transporter, ABCG2 counter-screen | CCRF-Adr cells, JC-1 efflux, flow cytometry | inhibition, % at 6.6 µM | 190,000 tested, 0.067% active; in the data active = inhibition above about 40%;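 also: 0% = vehicle and 100% = reference inhibitor; higher value means more JC-1 retained so stronger ABCB1 efflux block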
RGS8-Gao: regulators of human RGS8-Galphao interaction; multiplexed bead flow cytometry, RGS8-Galphao binding; actives lie on both sides; response (percent of control binding), % at 10 µM; 220,000 tested, 0.34% active; AID 1423; in the data active = response below about 60% or above about 140%; inactive = in between;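 also: Galphao activated as the GDP aluminium fluoride complex binding bead-coupled RGS8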
RGS7-Gao: modulates binding of RGS7 to human Galphao. P09471. Multiplexed bead flow cytometry; actives lie on both sides. binding response (% of control), % at 10 µM. 220,000 tested, 0.35% active; in the data active = binding response below about 49% or above about 150%; inconclusive = no clear call, values can overlap the other calls; inactive = in between;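 also: fluorescent Galphao held in activated GDP-AlF4 state binding bead-coupled RGS7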
The depositor's hits bear a star; ? = inconclusive; [ ] = another dose, or the depositor's remark. Rule as the data show it, unless noted: active = inhibition above about 40%.

1: COc1cnc(-c2ccccn2)nc1N(C)C
2: CCC(C)NC(=O)CN1C(=O)C(CC)Sc2ccccc21 (configuration not stated)
3: Cc1ccccc1C(=O)c1cccn1CC(=O)NC(C)c1ccc2c(c1)OCCO2 (configuration not stated)
4: COc1ccc(NC(=O)c2cccnc2C(=O)O)c(OC)c1
5: CC(C)NC(=O)NC(=O)CSc1nnc(COc2ccccc2Cl)o1
6: CCCSc1nnc(NC(=O)Nc2ccc(F)cc2)s1

Compound,1,2,3,4,5,6
RGS4-Gao reg,99,93,93,106,101,118
Bfl-1 Bim block,-5,-3,-7,-15,-15,-8
Bim-Bcl-B,0,-3,-3,-11,-13,-4
Bim-Bcl-2,0,-2,-5,-11,-11,-4
Bcl-XL Bim block,1,-3,-4,-11,-12,-8
ABCG2 block,-1,-1,4,-4,1,3
Bcl-W Bim block,3,0,-2,-3,-1,-2
GSH fluor,10,22,16,32,33,26
ABCB1 inh,-0.9,-0.2,1.3,-1.6,0.1,0.7
RGS8-Gao,100,97,96,106,99,100
RGS7-Gao,?,91,?,103,101,115

Filtered by structure, the compounds so far containing an aryl methoxy group (2)
1: COc1cnc(-c2ccccn2)nc1N(C)C
4: COc1ccc(NC(=O)c2cccnc2C(=O)O)c(OC)c1

Compound,1,4
RGS4-Gao reg,99,106
Bfl-1 Bim block,-5,-15
Bim-Bcl-B,0,-11
Bim-Bcl-2,0,-11
Bcl-XL Bim block,1,-11
ABCG2 block,-1,-4
Bcl-W Bim block,3,-3
GSH fluor,10,32
ABCB1 inh,-0.9,-1.6
RGS8-Gao,100,106
RGS7-Gao,?,103

The results go on.
7: c1ccc2c(c1)OCC(c1nn3c(Cn4nnc5ccccc54)nnc3s1)O2 (configuration not stated)
8: COC(=O)c1cc(COc2ccc3c(c2)oc(=O)c2ccccc23)c(C)o1
9: CC1=NN(c2ccc(C)c(C)c2)C(=O)C1C(c1cccc(O)c1)C1C(=O)N(c2ccc(C)c(C)c2)N=C1C (configuration not stated)
10: CCC(=O)Nc1cc(-c2cc3ccccc3oc2=O)ccc1OC
11: Oc1[nH]c2ccccc2c1C1=NCCCCC1
12: c1ccc2c(CCNc3ncnc4nc[nH]c34)c[nH]c2c1

Compound,7,8,9,10,11,12
RGS4-Gao reg,99,102,99,101,99,103
Bfl-1 Bim block,2,0,0,-4,-4,-13
Bim-Bcl-B,-15,-1,0,-3,-1,-16
Bim-Bcl-2,1,-2,2,0,2,-13
Bcl-XL Bim block,-2,0,-3,-1,0,-8
ABCG2 block,2,0,0,8,2,2
Bcl-W Bim block,-2,-5,0,-1,-5,-4
GSH fluor,17,28,8,18,9,26
ABCB1 inh,0.7,0.1,0.0,0.7,0.4,0.5
RGS8-Gao,97,102,103,101,103,100
RGS7-Gao,104,99,100,?,102,104

From entry 10 up to 12, as listed above:
10: CCC(=O)Nc1cc(-c2cc3ccccc3oc2=O)ccc1OC
11: Oc1[nH]c2ccccc2c1C1=NCCCCC1
12: c1ccc2c(CCNc3ncnc4nc[nH]c34)c[nH]c2c1

Compound,10,11,12
RGS4-Gao reg,101,99,103
Bfl-1 Bim block,-4,-4,-13
Bim-Bcl-B,-3,-1,-16
Bim-Bcl-2,0,2,-13
Bcl-XL Bim block,-1,0,-8
ABCG2 block,8,2,2
Bcl-W Bim block,-1,-5,-4
GSH fluor,18,9,26
ABCB1 inh,0.7,0.4,0.5
RGS8-Gao,101,103,100
RGS7-Gao,?,102,104

Other structures:
13: N#Cc1ccc(Oc2nc(C(N)=O)cc(-c3ccccc3)n2)cc1
14: COc1ccc(-n2c(=S)[nH]c3cc(C(=O)Nc4cccc(C)c4)ccc3c2=O)cc1
15: CCCN(CCC)S(=O)(=O)c1ccc(C(=O)Nc2nnc(COC)o2)cc1
16: O=C(NCCCN1CCCC1=O)c1cccs1
17: O=C(NCc1ccc2c(c1)OCO2)C1CCC(CNc2c(N3CCCCC3)c(=O)c2=O)CC1 (configuration not stated)
18: CCCC(Oc1ccc(Br)cc1)c1nc2c3cc(OC)c(OC)cc3nc(=S)n2[nH]1 (configuration not stated)

Compound,13,14,15,16,17,18
RGS4-Gao reg,100,101,105,99,103,111
Bfl-1 Bim block,-13,-15,1,1,-3,-3
Bim-Bcl-B,-4,-9,-4,0,-1,-6
Bim-Bcl-2,-6,-2,-3,3,-4,-6
Bcl-XL Bim block,-6,-5,-3,0,-5,-6
ABCG2 block,3,-4,0,2,3,2
Bcl-W Bim block,1,-3,-4,-1,-2,-6
GSH fluor,14,9,16,12,13,18
ABCB1 inh,0.3,-0.4,-0.9,0.0,0.5,0.5
RGS8-Gao,106,100,104,99,104,101
RGS7-Gao,103,102,?,102,102,112

19: Cc1ccc(NC(=O)NCCCN2CCCC2=O)cc1
20: COCCN1C=C(C(=O)OC)C(c2ccc3c(c2)OCO3)C(C(=O)OC)=C1
21: CCOC(=O)Cn1nc(C)n(-c2ccc(C(C)C)cc2)c1=O
22: Cc1nc2ccc(S(=O)(=O)NCC(=O)N(C)Cc3ccccc3)cc2s1
23: Cc1nc2c(cc(Oc3ccc(S(=O)(=O)N4CCOCC4)cn3)c3ccsc32)s1
24: CC(=O)OC1COC(OC2C(O)C(C)OC(OC3C(OC4CCC5(C)C(CCC6(C)C5CC=C5C7CC(C)(C)CCC7(C(=O)O)CCC56C)C4(C)CO)OCC(O)C3O)C2O)C(O)C1OC(C)=O (configuration not stated)

Compound,19,20,21,22,23,24
RGS4-Gao reg,99,102,92,102,102,106
Bfl-1 Bim block,-10,-7,0,-6,-13,-8
Bim-Bcl-B,-3,-7,-1,-5,-7,-1
Bim-Bcl-2,-5,-3,-4,-5,-9,-3
Bcl-XL Bim block,-5,0,0,-3,-1,-8
ABCG2 block,3,0,8,5,3,-1
Bcl-W Bim block,1,3,-2,-6,2,-2
GSH fluor,41,20,16,15,38,19
ABCB1 inh,0.5,0.3,0.7,0.4,0.3,-0.1
RGS8-Gao,102,102,98,100,100,103
RGS7-Gao,100,103,93,100,100,98

25: COc1ccc(CCN(Cc2cc3cccc(C)c3[nH]c2=O)C(=O)N2CCCC2)cc1OC
26: O=C(NCCCN1CCCC1)C1CCN(C(=O)c2cc3sccc3n2Cc2ccc(F)cc2)CC1
27: COC(=O)CCC(=O)Nc1ccc(N=Nc2ccccc2)cc1
28: Cc1noc(C)c1COc1cccc(C(=O)OC(C)C#N)c1 (configuration not stated)
29: CCOC(=O)C1C(=O)N(C(=O)c2ccc(OC)cc2)CC1c1ccccc1 (configuration not stated)
30: Cc1ccc2cc(C#N)c(SCC(=O)NCC3CCCO3)nc2c1 (configuration not stated)

Compound,25,26,27,28,29,30
RGS4-Gao reg,100,134,103,100,112,100
Bfl-1 Bim block,-9,-6,3,-5,3,-9
Bim-Bcl-B,-5,-5,-5,-6,2,-5
Bim-Bcl-2,-8,-6,-1,-2,2,-6
Bcl-XL Bim block,-2,-3,-6,-2,-7,-3
ABCG2 block,0,4,30,7,3,5
Bcl-W Bim block,0,-5,-3,-2,0,-1
GSH fluor,21,31,26,11,23,30
ABCB1 inh,2.6,0.9,1.5,1.9,0.5,0.8
RGS8-Gao,103,121,97,102,134,100
RGS7-Gao,102,181*[activator],94,?,112,103

Records listed above shown as hits in RGS7-Gao.
| no. | mol | RGS4-Gao reg | Bfl-1 Bim block | Bim-Bcl-B | Bim-Bcl-2 | Bcl-XL Bim block | Bcl-W Bim block | GSH fluor | RGS8-Gao | RGS7-Gao |
| --- | --- | --- | --- | --- | --- | --- | --- | --- | --- | --- |
| 26 | O=C(NCCCN1CCCC1)C1CCN(C(=O)c2cc3sccc3n2Cc2ccc(F)cc2)CC1 | 134 | -6 | -5 | -6 | -3 | -5 | 31 | 121 | 181*[activator] |

The listing continues:
31: Cc1ccc(NC(=O)COC(=O)C2CCC(=O)N2)c(S(=O)(=O)N2CCOCC2)c1 (configuration not stated)
32: O=C1CC(N(Cc2ccco2)C(=O)Nc2ccc(F)cc2)C(=O)N1c1ccc(F)cc1 (configuration not stated)
33: CC1(C)Cc2cccc(OCC(=O)Nc3ccc(OCC(N)=O)cc3)c2O1
34: COc1ccc(-c2nnn(CC(=O)N(CCCO)C(C(=O)NC3CCCC3)c3ccc(F)cc3)n2)cc1 (configuration not stated)
35: O=C1c2ccccc2C(Nc2ccc(Cl)cc2)N1CCN1CCOCC1 (configuration not stated)
36: O=C1c2cccnc2C(=O)N1Cc1ccc(F)cc1

Compound,31,32,33,34,35,36
RGS4-Gao reg,101,100,101,102,98,77
Bfl-1 Bim block,-2,-11,-6,-3,-7,-12
Bim-Bcl-B,-3,-7,-2,-1,0,-6
Bim-Bcl-2,-3,-4,0,1,0,-5
Bcl-XL Bim block,-2,-12,-5,-1,-1,0
ABCG2 block,1,1,2,3,4,1
Bcl-W Bim block,-1,-1,-1,-3,1,2
GSH fluor,73,30,8,13,19,10
ABCB1 inh,0.7,0.3,0.5,0.6,1.5,-0.1
RGS8-Gao,102,101,100,100,102,88
RGS7-Gao,100,98,95,104,104,91

37: CC(=O)Nc1ccc(S(=O)(=O)N(C)CC(=O)OCC(=O)NC(C)C23CC4CC(CC(C4)C2)C3)cc1 (configuration not stated)
38: COc1cccc(C(=O)/C=C/Nc2ccc(S(=O)(=O)Nc3nc(C)cc(C)n3)cc2)c1
39: Cc1cc(C(=O)OCC(=O)Nc2cc(S(=O)(=O)N(C)C)ccc2Cl)c2ccccc2n1
40: O=c1oc(/C=C/c2ccco2)nc2sc3c(c12)CCC3
41: CN(Cc1cn(C)nc1-c1ccccc1F)Cc1nccn1C
42: Cn1ccnc1SCC(=O)Nc1ccc(Oc2ccccc2)cc1

Compound,37,38,39,40,41,42
RGS4-Gao reg,99,99,96,107,98,97
Bfl-1 Bim block,-10,-2,-6,3,-5,-7
Bim-Bcl-B,-4,-6,-8,1,-3,-6
Bim-Bcl-2,-24,-1,-8,2,-1,0
Bcl-XL Bim block,0,-4,-6,0,2,0
ABCG2 block,27,4,20,2,0,2
Bcl-W Bim block,0,-2,-5,1,1,0
GSH fluor,14,7,17,8,27,28
ABCB1 inh,1.2,0.1,1.1,0.8,0.4,0.2
RGS8-Gao,104,100,96,107,98,100
RGS7-Gao,101,101,?,105,97,99

43: Cc1ccc(OCc2ccc(C(=O)Nc3nccs3)o2)cc1C
44: FC(F)(F)c1nnc(-c2ccccc2)nc1Sc1ccccc1
45: COc1ccccc1CN(C(=O)c1ccco1)C(C(=O)NC1CCCC1)c1ccncc1 (configuration not stated)
46: COC(=O)C(NC=O)C(O)(Cc1ccccc1)C(F)(F)F (configuration not stated)
47: O=C(Nc1ccc(Cl)cc1F)C1CCN(S(=O)(=O)c2cccnc2)CC1

Compound,43,44,45,46,47
RGS4-Gao reg,95,95,103,97,98
Bfl-1 Bim block,-10,-8,-7,-11,0
Bim-Bcl-B,-6,-8,-4,-5,-1
Bim-Bcl-2,-9,-4,-8,-5,1
Bcl-XL Bim block,-4,-6,-1,1,-2
ABCG2 block,0,3,5,2,21
Bcl-W Bim block,1,5,-1,-1,0
GSH fluor,13,54,32,31,21
ABCB1 inh,0.0,0.3,1.3,0.2,0.9
RGS8-Gao,95,93,100,102,100
RGS7-Gao,95,93,101,98,98
